GSH fluor = compound fluorescence on glutathione beads, profiling panel, artefact control, biophysical, 488/530 nm, flow cytometry; GSH beads flow cytometry, compound fluorescence 488/530 nm; hits give high values; fluorescence (KMESF) at 10 µM; hit rate 0.25% among 190,000; AID 1776, 2009; in the data active means fluorescence above about 89;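 further: glutathione beads carrying GST-tagged Bcl family fusion proteins plus one bare bead set; values are compound well signal with DMSO vehicle wells as background; inactives centre near 16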
Bim-Bcl-W = inhibitors of Bim binding to Bcl-W, primary screen, biochemical, multiplexed, bead-based flow cytometry. AID 952, 2007. Bim peptide-Bcl-W binding. hit rate 0.02% among 190,000. Bcl-2-like protein 2 (Homo sapiens), Q92843. inhibition, % at 10 µM;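 further: 0% = bound tracer without compound and 100% = peptide blocker; higher means less fluorescent Bim peptide bound to Bcl-W beads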
Target sequence (Q92843 whole entry, looked up): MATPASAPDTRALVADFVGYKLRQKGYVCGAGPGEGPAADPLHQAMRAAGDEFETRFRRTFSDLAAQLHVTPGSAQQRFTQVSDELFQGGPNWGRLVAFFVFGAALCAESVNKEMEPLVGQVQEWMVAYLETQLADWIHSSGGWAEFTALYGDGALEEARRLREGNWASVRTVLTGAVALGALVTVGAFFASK
Bim-Bcl-B = inhibitors of Bim-Bcl-B binding, primary screen, biochemical, multiplexed, human Bcl-2 family; Bcl-2-like protein 10 (Homo sapiens), Q9HD36; bead-based flow cytometry, Bim peptide-Bcl-B binding; inhibition, % at 10 µM; hit rate 0.073% among 190,000;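 further: 0% = tracer peptide without compound and 100% = reference inhibitor peptide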
Bcl-2 Bim block = inhibitors of Bim-Bcl-2 binding, primary screen, biochemical, multiplexed, human Bcl-2 family; AID 950, 2007; Bead-based flow cytometry, Bim peptide-Bcl-2 binding; Apoptosis regulator Bcl-2 (Homo sapiens), P10415; inhibition, % at 10 µM; hit rate 0.06% among 190,000; in the data active means inhibition above about 40%; inconclusive means no clear call, values can overlap the other calls;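 further: 0% = no compound wells with probe peptide and 100% = reference peptide inhibitor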
Target sequence (P10415 whole entry, looked up): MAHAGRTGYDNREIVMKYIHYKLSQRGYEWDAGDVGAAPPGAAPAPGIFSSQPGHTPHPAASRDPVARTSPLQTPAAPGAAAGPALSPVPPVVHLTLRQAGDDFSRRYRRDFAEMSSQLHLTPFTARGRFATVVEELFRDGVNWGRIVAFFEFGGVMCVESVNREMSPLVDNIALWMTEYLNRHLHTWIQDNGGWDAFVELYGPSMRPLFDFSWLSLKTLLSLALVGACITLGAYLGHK
ABCB1 inh = ABCB1 efflux pump inhibitors, primary screen, cell-based, multiplex, flow cytometry, ABCG2 counter-screen | CCRF-Adr cells, JC-1 efflux | inhibition, % at 6.6 µM | hit rate 0.067% among 190,000 | AID 1326, 2008; in the data active means inhibition above about 40%;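 further: 0% = vehicle and 100% = reference inhibitor; higher value means more JC-1 retained so stronger ABCB1 efflux block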
Bim-Bcl-XL = inhibitors of Bim-Bcl-XL binding, primary screen, biochemical, multiplexed, bead flow cytometry, human Bcl-XL. Bim peptide-Bcl-XL binding, fluorescence. inhibition, % at 10 µM. hit rate 0.04% among 190,000. AID 1007, 2008
Target sequence (Q07817 whole entry, looked up): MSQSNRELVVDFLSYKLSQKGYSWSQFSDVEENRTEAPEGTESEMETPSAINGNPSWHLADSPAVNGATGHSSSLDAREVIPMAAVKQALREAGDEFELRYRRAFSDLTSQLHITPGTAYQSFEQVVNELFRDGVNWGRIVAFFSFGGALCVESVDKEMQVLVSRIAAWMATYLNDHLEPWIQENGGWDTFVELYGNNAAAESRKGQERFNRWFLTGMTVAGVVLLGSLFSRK
Avidin fluor = green autofluorescence of compounds with avidin beads – biophysical, 488/530 nm, flow cytometry, artefact control, profiling panel; compound fluorescence 488/530 nm; hits give high values; fluorescence (KMESF) at 10 µM; hit rate 0.38% among 220,000; in the data active means fluorescence above about 47; further: inactives centre near 10
Bfl-1 Bim block = inhibitors of Bim binding to Bfl-1, primary screen, biochemical, multiplexed, bead-based flow cytometry | Bcl-2-related protein A1 (Homo sapiens), Q16548 | Bim-Bfl-1 binding inhibition | inhibition, % at 10 µM | hit rate 0.12% among 190,000;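 further: 0% = wells without compound plus tracer and 100% = blocker peptide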
RGS7-Gao = RGS7-Galphao binding modulators, primary screen, biochemical, multiplexed bead flow cytometry; Guanine nucleotide-binding protein G(o) subunit alpha (Homo sapiens), P09471; actives lie on both sides; binding response (% of control), % at 10 µM; hit rate 0.35% among 220,000; AID 1439, 2008; in the data active means binding response below about 49% or above about 150%; inconclusive means no clear call, values can overlap the other calls; inactive means in between;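 further: fluorescent Galphao held in activated GDP-AlF4 state binding bead-coupled RGS7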
Target sequence (P09471 whole entry, looked up): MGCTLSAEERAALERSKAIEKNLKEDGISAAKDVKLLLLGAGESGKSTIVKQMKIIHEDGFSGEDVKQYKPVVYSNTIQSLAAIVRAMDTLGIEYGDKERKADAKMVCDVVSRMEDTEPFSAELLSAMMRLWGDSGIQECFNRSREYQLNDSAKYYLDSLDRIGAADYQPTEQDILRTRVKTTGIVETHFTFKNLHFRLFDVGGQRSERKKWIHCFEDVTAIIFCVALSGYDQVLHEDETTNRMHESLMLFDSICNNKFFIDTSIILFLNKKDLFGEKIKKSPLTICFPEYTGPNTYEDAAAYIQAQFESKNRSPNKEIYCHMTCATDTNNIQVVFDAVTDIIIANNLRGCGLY
RGS4-Gao reg = modulators of RGS4 binding to Galphao, primary screen, biochemical, multiplexed bead flow cytometry; AID 1415, 2008; hit rate 0.33% among 220,000; binding response (% of control), % at 10 µM; actives lie on both sides; in the data active means binding response below about 49% or above about 150%; inactive means in between;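 further: fluorescent Galphao activated with aluminum fluoride binding bead-coupled RGS4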
ABCG2 block = ABCG2 efflux pump inhibitors, primary screen, multiplex with ABCB1, IgMXP3 cells, flow cytometry; Broad substrate specificity ATP-binding cassette transporter ABCG2 (Homo sapiens), Q9UNQ0; JC-1 efflux; inhibition, % at 6.6 µM; hit rate 0.1% among 190,000; AID 1325, 2008;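 active means inhibition above 80%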;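 further: 0% = DMSO and 100% = nicardipine control wells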
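test system = two drug-resistant human cell lines, ABCG2 and ABCB1 | amount = 3 million cells/mL final, two lines in 1:1 ratio | reagent = JC-1 transporter substrate | doses = one concentration, 6.6 µM final | incubation = 10 min at 25 °C | signal = flow cytometric JC-1 green MFI at 530 nm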
* marks the source's active call; other numbers are inactive results; ? = inconclusive. Unless noted, no stated cut-off is given here; in the data, active means inhibition above about 40%.

canonical_smiles | GSH fluor | Bim-Bcl-W | Bim-Bcl-B | Bcl-2 Bim block | ABCB1 inh | Bim-Bcl-XL | Avidin fluor | Bfl-1 Bim block | RGS7-Gao | RGS4-Gao reg | ABCG2 block
O=c1ccc(Oc2nc(N3CCCCC3)nc(N3CCCCC3)n2)n[nH]1 | 13 | 4.0 | -5.0 | -7.0 | -0.2 | 2.0 | 6 | -7.0 | 94.1 | 92.8 | 9.6
CCCCn1c(SCC(=O)N2CCN(c3ccccc3)CC2)nc2ccsc2c1=O | 30 | -3.0 | -9.0 | -12.0 | 3.7 | -12.0 | 35 | -19.0 | 100.4 | 101.0 | 11.3
COc1ccc(C(c2nnnn2Cc2ccccc2)N2CCN(c3nc4ccccc4s3)CC2)cc1 (stereo unspecified) | 20 | -3.0 | -10.0 | -10.0 | 34.6 | -12.0 | 30 | -19.0 | 99.7 | 102.0 | 53.9
COc1cccc(/C=N/Nc2nccnc2Cl)c1O | 12 | 1.0 | -1.0 | -4.0 | 0.4 | -2.0 | 11 | -4.0 | 93.0 | 99.2 | 13.1
COc1cc(C(=O)N/N=C/c2sccc2C)cc(OC)c1OC | 14 | -1.0 | 0.0 | -2.0 | 0.6 | -3.0 | 11 | -3.0 | 108.5 | 104.7 | 3.6
Cc1nn(-c2cccc(Cl)c2)c2nc(C(F)(F)F)[nH]c(=O)c12 | 15 | -3.0 | -1.0 | -4.0 | -0.6 | -5.0 | 5 | -4.0 | 99.2 | 99.8 | 1.1
CCOC(=O)c1c(COc2ccccc2)oc2ccc(O)cc12 | 23 | 1.0 | -7.0 | -5.0 | -0.4 | -1.0 | 7 | -8.0 | 104.0 | 102.3 | 0.9
Nc1nc(-c2ccccc2)nc2sc3c(c12)CCCC3 | 3 | -1.0 | -4.0 | -4.0 | -0.2 | -3.0 | 14 | -1.0 | 101.8 | 101.9 | 22.9
CSc1ccc(-c2nc3cnccn3c2Nc2ccc3c(c2)OCO3)cc1 | 9 | 8.0 | 3.0 | 12.0 | 0.7 | 1.0 | 12 | 20.0 | 92.5 | 96.3 | 3.3
O=C(Cc1cn2ccsc2n1)Nc1ccccn1 | 65 | -4.0 | -1.0 | -4.0 | 0.5 | -2.0 | 7 | -5.0 | 95.6 | 98.6 | 0.6
Cc1cc2ccccc2n2c(SCC(=O)NCc3cccs3)nnc12 | 21 | 2.0 | 3.0 | 2.0 | 0.4 | 6.0 | 14 | 0.0 | 99.6 | 101.9 | 2.3
CCCCn1c(CNC(=O)C23CC4CC(CC(C4)C2)C3)nnc1SCC(=O)Nc1nnc(C)s1 | 20 | 2.0 | -5.0 | -5.0 | -2.2 | -3.0 | 7 | -13.0 | 96.8 | 102.5 | -4.4
O=C(Nc1ccc2c(c1)OCCO2)c1ccc(Cl)c(S(=O)(=O)N2CCCCC2)c1 | 11 | 1.0 | -5.0 | -9.0 | 0.9 | -3.0 | 15 | -11.0 | 99.1 | 94.1 | 1.7
CCn1c(Cc2ccccc2)nnc1SCc1ccc([N+](=O)[O-])cc1 | 6 | 0.0 | 0.0 | 1.0 | 0.9 | -2.0 | 1 | -1.0 | 95.3 | 97.1 | 2.7
CCN(CC)CCOc1ncnc2c1oc1ccccc12 | 29 | -3.0 | 0.0 | 0.0 | 0.0 | -13.0 | 10 | -3.0 | 104.5 | 105.4 | 1.6
NS(=O)(=O)c1ccc(CCNC(=O)COC(=O)CCc2ccccc2)cc1 | 19 | -7.0 | -4.0 | -9.0 | 0.0 | -2.0 | 11 | -8.0 | ? | 101.1 | -2.6
CCc1nc(NCCc2ccccn2)c2nnn(Cc3ccccc3F)c2n1 | 45 | 0.0 | -8.0 | -8.0 | 0.9 | -10.0 | 5 | -9.0 | 93.6 | 104.2 | 3.8
CC(C)NC(=O)CC(c1ccccc1)c1cc(Br)ccc1O (stereo unspecified) | 56 | 2.0 | 2.0 | 0.0 | 0.2 | 8.0 | 6 | 0.0 | 95.2 | 101.0 | 0.7
COc1ccc(CNC(=O)c2c(N)n(CCCN3CCOCC3)c3nc4ccccc4nc23)cc1 | 16 | -5.0 | -12.0 | 6.0 | 0.3 | -9.0 | 35 | 0.0 | 101.2 | 101.5 | 2.1
CN(C)c1ccc(/C=N/N=C(N)N)cc1[N+](=O)[O-] | 33 | 0.0 | -1.0 | -3.0 | -0.2 | 0.0 | 9 | -1.0 | 95.0 | 102.2 | 1.2
O=c1c2ccccc2c(/C=N/n2cnnc2)c(O)n1-c1ccccc1F | 55 | 0.0 | -1.0 | 2.0 | -0.8 | -1.0 | 8 | -2.0 | 100.0 | 99.0 | -4.4
CCOc1ccccc1C(=O)N1CCC(n2nnc3cc(C(F)(F)F)ccc32)CC1 | 39 | 3.0 | -6.0 | -5.0 | 1.9 | -7.0 | 6 | -7.0 | 100.7 | 99.0 | 3.5
CCOC(=O)c1cnc(Nc2nc3ccccc3o2)nc1CSC(=S)N1CCCCC1 | 13 | -5.0 | 0.0 | 3.0 | 0.4 | -3.0 | 10 | 2.0 | 98.5 | 99.8 | 0.3
CCOC(=O)c1[nH]c2ccccc2c1NC(=O)c1ccc(S(=O)(=O)N(C)C)cc1 | 17 | -2.0 | -3.0 | -2.0 | 0.2 | -5.0 | 7 | -1.0 | 97.2 | 99.5 | 8.2
COc1cccc(/C=N/Nc2cc(-n3nc(C)cc3-c3ccccc3)ncn2)c1O | 4 | -7.0 | -15.0 | -3.0 | 0.8 | -7.0 | 13 | 0.0 | 92.8 | 98.1 | 9.2
CCCCCc1c(O)nc(SCCN2CCOCC2)[nH]c1=O | 20 | -2.0 | -5.0 | -2.0 | -0.1 | -6.0 | 11 | -7.0 | 99.9 | 102.9 | -0.5
CCOC(=O)CNC(=O)CSc1nnc(-c2cccc(OC)c2)n1CC | 32 | -3.0 | -9.0 | -5.0 | 1.2 | -12.0 | 11 | -12.0 | 96.2 | 98.5 | 8.1
COCc1nnc(NC(=O)CCCOc2ccccc2OC)s1 | 27 | -3.0 | -10.0 | -7.0 | -3.7 | -2.0 | 4 | -3.0 | 110.4 | 105.9 | -4.7
CCOc1cc(NC(=S)NCC2CCCO2)c(OCC)cc1NC(=O)c1ccccc1 (stereo unspecified) | 57 | 0.0 | 1.0 | 1.0 | 0.6 | -5.0 | 3 | 3.0 | 101.2 | 101.2 | 0.6
CC(=O)c1ccc(OCc2cc([N+](=O)[O-])cc3c2OCOC3)cc1 | 9 | -2.0 | -1.0 | -1.0 | 2.1 | 0.0 | 11 | -5.0 | 93.2 | 101.2 | 40.7
COc1ccc(C)cc1S(=O)(=O)Nc1ccc(F)cc1 | 79 | -3.0 | -3.0 | -3.0 | 0.6 | -2.0 | 12 | -4.0 | 104.1 | 102.5 | 0.6
CCOc1cc(/C=N/NS(=O)(=O)c2ccc(OC)cc2)ccc1OCCN1CCOCC1 | 13 | -1.0 | -6.0 | 0.0 | 6.1 | -4.0 | 14 | -2.0 | 103.8 | 100.7 | 1.8
O=C(NCc1nc2ccccc2[nH]1)c1c(F)c(F)c(F)c(F)c1F | 18 | -2.0 | -3.0 | -1.0 | -0.2 | -2.0 | 9 | -3.0 | 104.5 | 101.0 | -0.3
C=CCn1c(SCC(=O)c2[nH]c(C)c(C(=O)OC)c2C)nc2scc(-c3ccc(OC)c(OC)c3)c2c1=O | 10 | -3.0 | -2.0 | 0.0 | 3.6 | -2.0 | 3 | 2.0 | 93.0 | 96.2 | 17.5
Cn1nnnc1SCc1cccc2ccccc12 | 9 | 0.0 | 0.0 | 0.0 | 0.1 | -1.0 | 5 | -5.0 | 102.3 | 104.5 | 2.8
CCOC(=O)Cn1c(=O)oc2cc(S(=O)(=O)N3CCCC(C(=O)OCC)C3)ccc21 (stereo unspecified) | 20 | 0.0 | -6.0 | -8.0 | -1.8 | 1.0 | 9 | -10.0 | 92.7 | 98.2 | -2.0
COc1ccc(S(=O)(=O)N2CCOCC2)cc1NC(=O)CN1CCC(Cc2ccccc2)CC1 | 10 | 1.0 | -1.0 | -2.0 | 6.4 | 0.0 | 16 | -11.0 | 103.0 | 107.2 | 27.2
COC(=O)CC1COc2ccccc2N1C(=O)c1ccc(C(C)(C)C)cc1 (stereo unspecified) | 15 | 2.0 | -3.0 | -3.0 | 0.7 | 1.0 | 23 | -3.0 | 99.8 | 103.2 | 2.4
Cc1cccc(N2CCN(C(=O)c3cc4ccccc4oc3=O)CC2)c1C | 22 | -2.0 | -8.0 | -8.0 | 0.0 | -4.0 | 8 | -8.0 | 102.1 | 102.2 | 0.7
COc1ccccc1NS(=O)(=O)c1cc(NC(=O)c2sc3cc(Cl)ccc3c2Cl)ccc1C | 9 | 2.0 | -3.0 | 1.0 | -0.1 | -1.0 | 9 | 0.0 | 100.2 | 103.4 | 3.2
O=[N+]([O-])c1cccc(CSc2nc3ccccc3[nH]2)c1 | 20 | -9.0 | -13.0 | -11.0 | 0.6 | -10.0 | 12 | -11.0 | 99.9 | 100.5 | 12.4
CSCc1ccc(C(=O)NCc2ccc(F)cc2)cc1 | 9 | -1.0 | -3.0 | -6.0 | 1.0 | -4.0 | 15 | -15.0 | 101.2 | 104.6 | 3.6
COC(=O)c1ccc(COn2nnc3ccccc32)cc1 | 13 | 0.0 | -3.0 | 0.0 | -0.3 | -4.0 | 23 | 4.0 | 107.9 | 103.7 | 4.4
CC(=O)NCCC(=O)Nc1cc(F)ccc1C | 46 | 1.0 | -8.0 | -7.0 | 0.2 | 0.0 | 5 | -9.0 | 101.7 | 102.9 | 1.4
COc1ccc(OC)c(NC(=O)COC(=O)c2nc(Cl)ccc2Cl)c1 | 9 | 0.0 | 0.0 | -6.0 | 0.4 | 0.0 | 8 | -1.0 | 104.8 | 104.4 | 19.7
Fc1ccc(-c2cnc3n2CCCCC3)cc1 | 12 | -1.0 | -2.0 | 0.0 | 0.5 | 0.0 | 12 | -5.0 | ? | 100.8 | 1.9
O=C(c1cccs1)N1CCN(c2ncccn2)CC1 | 23 | -1.0 | -7.0 | -11.0 | 1.7 | -1.0 | 11 | -10.0 | 100.6 | 99.5 | 21.3

Screening results as filed in PubChem BioAssay.
